# Assay outcomes (PubChem)
# SR-BI DiI inh: mouse SR-BI HDL lipid transfer inhibition; ldlA[mSR-BI] CHO cells, DiI-HDL uptake fluorescence, 3 h; inhibition, % at 12.5 µM; 0.96% of 320,000 active;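 active = mean replicate inhibition of at least 70% and a set share of replicates each scoring 70 or more; inconclusive = meets just one of the two criteria; inactive = fails both criteria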;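 also: 0% = median of neutral control wells and 100% = median of positive control wells; values of inactives mirror those of a sister screen read the other way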
# HTR5A inv ctr: counter-screen for OPRM1-OPRD1 inverse agonists: human HTR5A inverse agonism; P47898; inhibition, % at 9.3 µM; 0.083% of 340,000 active; HTR5A cell line, luminescence; AID 504634; in the data active = inhibition mostly above about 23%, no sharp cut-off; inactive = mostly below about 18%;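 also: 0% = cells with DMSO and 100% = no-cell wells with DMSO; some compounds called inactive have numbers as strong as hits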
# HTR5A ag: counter-screen for OPRM1-OPRD1 agonists: human HTR5A agonism. activation, % at 9.3 µM. AID 504692. HTR5A agonist assay, luminescence, cell-based. 0.61% of 340,000 active. P47898; in the data active = activation mostly above about 9.5%, no sharp cut-off; inactive = mostly below about 7.6%;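 also: 0% = cells with vehicle only and 100% = reference agonist; strong numbers were not always called active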
# dFosB activator: mouse delta FosB homodimer activation; purified delta FosB, TAMRA-CDK5 oligo fluorescence polarization; percent of positive-control signal above neutral wells; activation, % at 25 µM; 0.99% of 340,000 active;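 active = mean activation above about 17%, with every replicate also reaching it, limit read from the data, passing the limit was not always enough; inconclusive = only one of the two conditions met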;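 also: fluorescence polarization rise as delta FosB binds a TAMRA Cdk5 AP-1 oligo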
# NSD2 inh: blocks human histone methyltransferase NSD2; O96028; NSD2 peptide methylation, AlphaScreen, 120 min; inhibition, % at 12.5 µM; 0.54% of 310,000 active; in the data active = inhibition above about 50%
# Target sequence (O96028 whole entry, looked up): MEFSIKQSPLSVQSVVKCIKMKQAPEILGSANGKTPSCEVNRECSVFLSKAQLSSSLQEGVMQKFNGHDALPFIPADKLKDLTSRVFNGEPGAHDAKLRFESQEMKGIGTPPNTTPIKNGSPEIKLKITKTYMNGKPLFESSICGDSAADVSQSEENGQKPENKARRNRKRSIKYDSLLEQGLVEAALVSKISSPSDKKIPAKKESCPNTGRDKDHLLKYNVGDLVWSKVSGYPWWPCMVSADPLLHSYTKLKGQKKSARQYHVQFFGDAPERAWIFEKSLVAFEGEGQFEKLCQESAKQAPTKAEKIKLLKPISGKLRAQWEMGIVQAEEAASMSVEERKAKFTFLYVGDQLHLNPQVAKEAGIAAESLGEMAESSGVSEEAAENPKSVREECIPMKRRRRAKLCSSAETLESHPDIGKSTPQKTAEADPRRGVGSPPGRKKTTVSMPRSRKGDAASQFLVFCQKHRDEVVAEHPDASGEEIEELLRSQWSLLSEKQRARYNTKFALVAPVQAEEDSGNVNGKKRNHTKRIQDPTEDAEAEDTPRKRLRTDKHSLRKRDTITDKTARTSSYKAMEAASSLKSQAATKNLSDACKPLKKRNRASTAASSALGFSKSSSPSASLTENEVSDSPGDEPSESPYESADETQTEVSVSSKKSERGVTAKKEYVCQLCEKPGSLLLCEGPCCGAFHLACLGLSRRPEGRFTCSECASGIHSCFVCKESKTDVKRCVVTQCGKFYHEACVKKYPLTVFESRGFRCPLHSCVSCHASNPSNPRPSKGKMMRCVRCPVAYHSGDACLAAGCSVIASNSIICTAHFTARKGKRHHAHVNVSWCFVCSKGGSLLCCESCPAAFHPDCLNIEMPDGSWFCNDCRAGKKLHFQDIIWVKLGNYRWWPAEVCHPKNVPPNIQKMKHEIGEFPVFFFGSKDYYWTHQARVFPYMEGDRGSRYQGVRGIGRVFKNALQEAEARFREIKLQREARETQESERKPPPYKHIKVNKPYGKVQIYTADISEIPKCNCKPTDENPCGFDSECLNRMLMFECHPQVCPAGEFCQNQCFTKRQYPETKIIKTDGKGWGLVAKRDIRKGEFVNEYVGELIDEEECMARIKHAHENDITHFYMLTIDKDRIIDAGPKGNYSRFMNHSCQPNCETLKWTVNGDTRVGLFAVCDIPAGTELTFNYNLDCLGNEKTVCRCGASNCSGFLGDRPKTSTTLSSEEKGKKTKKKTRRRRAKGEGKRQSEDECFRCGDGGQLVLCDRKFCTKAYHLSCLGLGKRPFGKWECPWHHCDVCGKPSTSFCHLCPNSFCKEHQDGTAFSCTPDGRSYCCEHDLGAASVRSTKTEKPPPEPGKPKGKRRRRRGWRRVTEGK
# CDK5 p35 inh: blocks human CDK5/p35 kinase activity; 0.01% of 330,000 active; inhibition, % at 10 µM; Recombinant CDK5/p35, ADP-Glo luminescence, 60 min; Q00535+Q15078; AID 488839;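 active = highest replicate inhibition of at least 50% and at least 75% of replicates reaching 50%; inconclusive = only one of the two criteria met; inactive = both criteria failed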;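 also: plate controls were DMSO neutral control for no effect and GW8510 at 10 µM for full effect; many of its hits are not listed in these tables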
# PvdQ acylase: P. aeruginosa PvdQ acylase inhibition; purified PvdQ acylase, fluorescence plate reader; 0.063% of 340,000 active; inhibition, % at 10 µM; in the data active = inhibition above about 30%, passing the limit was not always enough; inconclusive = no clear call, values can overlap the other calls;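 also: 0% = vehicle neutral wells and 100% = reference inhibitor wells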
# Wnt bcat act: activators of Wnt/beta-catenin signaling | 1.2% of 300,000 active | Wnt/beta-catenin reporter cell assay, activator, plate reader | activation, % at 9.35 µM; in the data active = activation above about 30%, passing the limit was not always enough; inconclusive = no clear call, values can overlap the other calls;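 also: 0% = neutral control wells and 100% = positive control wells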
# V-ATPase pHluor: yeast V-ATPase proton transport regulation by pHLuorin. S. cerevisiae, pHLuorin cytosolic pH fluorescence. response, % at 10 µM. 0.37% of 350,000 active; in the data active = response mostly above about 7.3%, no sharp cut-off; inactive = mostly below about 5.4%; also: actives read high; inactives centre near 0; some compounds called inactive have numbers as strong as hits; reference of the scale not given here
# MITF act: MITF TRPM1 promoter activation in melanoma cells | SK-MEL-5 TRPM1-promoter luciferase, 24 h; % of positive control, neutral wells = 0 | activation, % at 12.5 µM | 0.75% of 300,000 active | AID 588334;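 active = mean activation of at least 80% with every replicate also reaching 80%; inconclusive = mean reaches 80% but some replicate falls short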;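 also: 0% = neutral control wells and 100% = parthenolide positive control wells; values of inactives mirror those of a sister screen read the other way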
# * hit, by the source's call; u = inconclusive; x = no result given.
# A first look (2 entries):
SMILES,SR-BI DiI inh,HTR5A inv ctr,HTR5A ag,dFosB activator,NSD2 inh,CDK5 p35 inh,PvdQ acylase,Wnt bcat act,V-ATPase pHluor,MITF act
COCCn1cnc2c1c(=O)n(CC(=O)O)c(=O)n2Cc1ccccc1,-7,-15,4,4,-2,-1.0,-7,-2,-3,-2
N#Cc1ccc(-c2nnnn2-c2ccc3c(c2)OCO3)cc1,-5,-18,1,3,0,2.1,-17,0,4,3

# The list itself, previewed entries included:
SMILES,SR-BI DiI inh,HTR5A inv ctr,HTR5A ag,dFosB activator,NSD2 inh,CDK5 p35 inh,PvdQ acylase,Wnt bcat act,V-ATPase pHluor,MITF act
COCCn1cnc2c1c(=O)n(CC(=O)O)c(=O)n2Cc1ccccc1,-7,-15,4,4,-2,-1.0,-7,-2,-3,-2
N#Cc1ccc(-c2nnnn2-c2ccc3c(c2)OCO3)cc1,-5,-18,1,3,0,2.1,-17,0,4,3
COc1nnc(-c2ccc(N3CCOCC3)c(NC(=O)c3ccccc3)c2)c2ccccc12,54,-9,-2,-13,1,-0.2,1,-4,0,1
CN(C(=O)c1cc(-c2ccccc2)on1)C1CCCCC1,x,1,4,2,-3,1.8,8,34*,0,174*
CCCN(Cc1cc2ccc(C)cc2[nH]c1=O)C(=O)c1ccccn1,-46,-35,14,-6,0,0.3,2,x,2,-3
Cc1ccc(S(=O)(=O)N2CCOCC2)cc1C(=O)NC(C)CCc1ccccc1 (centres undefined),-14,-11,-3,-5,-2,-0.5,-8,-4,-1,-15
C=CCNc1nc(NCc2ccccc2)nc(OCC)n1,3,-12,3,-6,0,-1.0,-13,0,-4,2
CCSc1nc2sc3c(c2c(=O)n1CC)CCC3,-30,-17,1,-6,12,-1.9,3,2,6,x
CCOC(=O)C1=C(C)NC(=O)NC1c1ccccc1 (centres undefined),-16,-5,2,0,x,0.7,-7,1,3,2
Cc1c(OC(C)C(=O)N2C[C@H]3C[C@@H](C2)c2cccc(=O)n2C3)ccc2c3c(c(=O)oc12)CCC3 (some centres undefined),-1,3,8,-7,x,-0.8,-12,-1,3,1
CCOc1cc(N2CCOCC2)c(OCC)cc1NC(=O)c1ccco1,6,-17,-3,-9,4,-3.3,-12,-1,-3,-18
CCCCCn1nc(C(=O)OCc2nc(N)nc(Nc3ccccc3)n2)c2ccccc2c1=O,38,5,-1,6,-1,-1.1,-10,-1,0,18
CC(C)Nc1nc(-c2ccncc2)nc(-c2ccccc2)c1C#N,33,-1,0,-2,-2,0.2,-4,1,3,14
Cc1cccc(NC(=O)c2cc(=O)n(Cc3ccccc3)c(=O)[nH]2)c1,-19,-1,-3,-3,-2,0.8,-5,-5,-1,1
O=C(NCCC(=O)N1CCN(C(=O)c2ccco2)CC1)c1ccccc1Cl,-20,4,-1,4,-3,-0.1,-19,-3,3,-9
Cc1ccc(C(=S)N2CCCCCC2)cc1,2,10,10,-7,2,-0.9,1,0,2,-9
Cc1ccc2c(cnn2C(=O)CCC(=O)NCc2cccc(Cl)c2)c1,-17,-12,-4,3,x,0.0,-7,0,-1,x
Nc1ccn(CC(=O)NCc2ccccc2)c(=O)n1,-19,-6,2,-3,x,0.3,11,-4,-7,x
O=C(c1ccccc1)c1cc([N+](=O)[O-])ccc1N1CCCC1,21,-2,0,2,13,-1.9,1,x,2,-4
O=C(NC12CC3CC(CC(C3)C1)C2)N1CCC(O)CC1,x,7,-3,0,-1,0.8,-8,-2,4,-1
O=C(CSc1nnnn1-c1ccccc1)NCC1(N2CCCCC2)CCCCC1,-14,14,-6,-6,2,0.5,-8,1,0,24
c1cncc(-c2ccc3ncnc(NCc4ccc5c(c4)OCO5)c3c2)c1,-20,-20,3,-29,x,-1.1,-8,-6,-3,6
Cc1cccc(Nc2c(F)c(F)c(F)c(F)c2C(=O)O)c1,-7,8,-3,-3,1,-3.7,-10,-14,1,0
C=CCC(C(=O)OC)(C(=O)OC)c1ccc([N+](=O)[O-])cc1[N+](=O)[O-],0,4,-2,-1,2,-3.2,-15,-1,-1,-6
COc1cc(O)c(C(CC(=O)N2CCN(c3ccccc3)CC2)c2ccc(N(C)C)cc2)c(OC)c1 (centres undefined),-7,11,-2,-1,x,1.4,7,-3,2,0
S=c1[nH]nc(-c2ccccc2Cl)n1CC1CCCO1 (centres undefined),0,-14,-1,-1,-2,3.7,-8,x,4,-2
Nc1c(Cl)ncnc1N1CCOCC1,-14,6,-2,2,0,-1.3,-10,x,4,-2
CCCOC(=O)C(C)n1cnc2sc(C)c(C)c2c1=O (centres undefined),-34,7,1,-1,x,0.1,-7,-3,1,-1
CC1=C[C@@H](C)[C@@H](c2ccc(C(F)(F)F)cc2)OC1=O,9,-14,5,4,x,0.0,-2,1,2,32
Clc1cncc(Cl)c1N/N=C/c1ccncc1,-2,15,1,-22,0,52*,-5,0,1,-9
COc1ccc(N2C(=O)c3ccccc3NC2c2ccccc2O)cc1 (centres undefined),-4,2,-1,-6,0,0.2,-11,u,-4,x
Clc1cccc(CN2CCC3CC2c2cc(N4CCCCC4)ccc23)c1 (centres undefined),-12,28*,-8,-6,x,0.1,-15,-2,2,8
COC(=O)C(N)CCCCN (centres undefined),3,10,-2,-7,x,-1.9,1,0,-1,-3
CCOC(=O)N1CCC(NC(=O)C2CCCN(Cc3nc(-c4ccc(CC)cc4)oc3C)C2)CC1 (centres undefined),27,-46,5,-6,1,0.8,7,-3,-4,-34
CN(C)C(CNC(C(=O)Nc1ccc([N+](=O)[O-])cc1Br)c1ccccc1)c1ccccc1 (centres undefined),12,35,10,-8,-3,0.2,-1,0,-2,-10
Cc1cc(C)cc(-n2c(C)cc(C(=S)N3CCOCC3)c2C)c1,36,5,-2,-8,9,1.5,9,x,3,-2
Cc1oc(/C=N/NC(=O)CN(c2ccccc2Cl)S(C)(=O)=O)cc1Br,6,-22,-3,-11,19,-5.8,-1,-2,1,-10
Cc1ccc2[nH]c(=O)c(CN(CCCN3CCOCC3)C(=O)NC3CCCCC3)cc2c1,-5,11,-5,-1,3,-7.7,-15,x,-2,13
COc1ccc(/C=C/C(=O)NC(=S)Nc2ccccc2)cc1OC,-8,-5,1,33*,1,1.2,2,1,1,3
Cc1cc(COC(=O)C2N3C(=O)[C@@H](NC(=O)COc4ccccc4)[C@H]3SC2(C)C)on1 (some centres undefined),-5,5,2,0,x,0.0,4,-2,-6,7
Cc1ccc(C)c(CN2CCC(CNC(=O)Nc3ccc(F)c(Cl)c3)CC2)c1,14,-2,1,5,0,-0.4,-16,-9,0,-32
CCc1ccccc1NC(=O)Cn1nc(C(F)(F)F)c2c1CCC2,6,11,-9,8,-4,-1.9,-2,x,2,-6
CN(C)/C=C(\C#N)C(=O)Nc1ccccc1,-1,6,-2,9,-2,-0.9,-18,6,1,45
N#CC1=C(N)Oc2c(ccc3ccccc23)C1c1ccsc1 (centres undefined),35,-21,0,-2,2,1.0,-7,-3,-3,x
Cc1nc2c(c(C)nn2-c2ccccc2)c(C)c1Cl,10,-18,7,-6,x,-1.0,-15,-4,-4,-8
Cc1ccccc1C1CC(c2cccs2)=NN1S(C)(=O)=O (centres undefined),3,-5,-14,2,-2,0.8,-3,-1,1,-8
CCN1C(=O)c2ccc(C(=O)Nc3cccc(C(=O)O)c3)cc2C1=O,20,2,-1,-1,0,-0.1,-16,2,-1,-3
Cc1cccn2c(=O)c3cc(C(=O)NCCN4CCOCC4)c(=N)n(CCN4CCOCC4)c3nc12,-3,2,-1,6,x,5.2,-2,3,4,9
CC1Cc2ccccc2N1CC(=O)Nc1ccc(S(=O)(=O)N(C)C)cc1 (centres undefined),x,-5,4,-5,-1,0.4,-3,-7,-5,1
FC(F)Oc1ccccc1NC(=S)NCCc1ccccc1,5,45*,-17,-15,0,-3.1,-16,-4,2,5

# Other compounds
SMILES,SR-BI DiI inh,HTR5A inv ctr,HTR5A ag,dFosB activator,NSD2 inh,CDK5 p35 inh,PvdQ acylase,Wnt bcat act,V-ATPase pHluor,MITF act
COC(=O)c1cn(C)c2ccc(S(=O)(=O)N3CCCCC3)cc2c1=O,-11,8,-2,6,0,-17,-12,x,2,3
O=C(Nc1cc(Cl)ccc1-n1cncn1)c1cccc(S(=O)(=O)N2CCOCC2)c1,9,3,-1,-4,6,0.3,-3,-3,-5,0
O=c1cc(-c2ccccc2)c2ccccc2[nH]1,-1,4,-2,-4,-1,0.9,-5,1,0,x
COC(=O)c1c(NS(=O)(=O)c2ccc3ccccc3c2)sc2c1CCCC2,0,-1,0,-13,2,-2.5,-3,x,-3,-6
CC(=O)NCC(O)c1ccc([N+](=O)[O-])cc1 (centres undefined),-21,14,-4,2,1,-1.3,-8,-2,0,4
O=C(ON=C1CCN(c2ccc([N+](=O)[O-])cc2)CC1)c1ccccc1,-32,16,-6,-8,1,-0.4,3,-2,2,4
OCCN1C2=NCCCN2c2ccccc21,15,-3,1,6,1,-0.4,-13,-2,5,x
CC(NC(=O)c1ccc(N(C)C)c([N+](=O)[O-])c1)c1ccc(-n2ccnc2)cc1 (centres undefined),4,-7,0,-5,x,0.4,14,7,-5,-1
Cc1cccc2nc(-c3ccco3)oc(=O)c12,-6,10,-3,-7,-1,-0.4,3,-1,-3,-2
CN(C)CCCn1c2c(c(SCC(=O)Nc3nccs3)nc1=O)CCC2,17,-4,-4,-10,2,0.3,3,1,1,-2
CCN(CC)c1ccc(CN(C(=O)c2ccco2)C2CCS(=O)(=O)C2)cc1 (centres undefined),-7,12,-1,-2,2,2.1,6,-3,4,-1
O=C(O)CCCNC(=O)CCCn1nnc2ccccc2c1=O,-13,3,-1,-5,10,-2.0,-1,2,-1,-25
CCCn1c(SCC(=O)c2cc(OC)ccc2OC)nnc1-c1ccco1,28,12,3,-11,2,0.5,-5,x,-1,-3
Cc1ccc(C(=O)NCCOC23CC4CC(CC(C4)C2)C3)cc1,-22,-12,5,-14,-3,-2.1,8,1,0,7
CC(=O)c1cn(C)c(=O)c2ccccc12,-8,x,x,-10,-2,-0.5,0,2,1,x
Cc1cc(NC(=O)COc2ccc(F)c(Cl)c2)no1,2,3,0,3,0,0.0,2,2,-1,13
Nn1c(SCC(=O)Nc2cccc(C(F)(F)F)c2)nncc1=O,-2,-26,2,0,-2,-1.1,-16,-2,-1,8
COc1cc(C(=O)NCc2cc3ccccc3n2C)cc(OC)c1OC,4,-7,3,3,1,0.1,-18,0,-2,-15
COc1ccc(OCC(=O)NNC(=O)c2cccc(S(=O)(=O)N(C)C)c2)cc1,8,14,-1,-3,-3,-0.4,23,-5,-5,6
CC(C)c1nc(SCC(=O)Nc2ccc3c(c2)OCCO3)c2c(=O)n(C)c(=O)n(C)c2n1,-5,10,-3,24*,x,0.9,-9,-3,-4,3
O=C(OCc1ccc([N+](=O)[O-])cc1)c1cc([N+](=O)[O-])ccc1N1CCOCC1,61,-5,2,-8,0,-1.3,-4,-7,1,-2
O=C(CSc1nc2ccsc2c(=O)n1CC1CCC(C(=O)O)CC1)c1ccc(F)cc1 (centres undefined),-1,-40,6,-6,1,-1.4,-8,0,1,-9
CC(C)C1Nc2ccc(C(=O)NCCCN3CCOCC3)cc2NC1=O (centres undefined),4,2,0,1,x,-0.2,-8,x,-2,7
Cc1ccc(C2NC(=O)NC(O)(C(F)(F)F)C2C(=O)c2ccccc2)o1 (centres undefined),-2,-5,-7,-11,26,1.3,5,x,-6,-10
Cc1ccc(NC(=S)/N=C(\N)Nc2nc(C)c3cc(C)ccc3n2)c(C)c1,x,11,-3,1,-1,-0.9,2,4,-1,-16
Cc1ccc2c(c1)c(N=Nc1ccc([N+](=O)[O-])cc1)c(O)n2C,17,4,-1,2,0,-2.4,-20,0,4,-18
